Source: PubChem
HCV core dimer = blocks dimerization of HCV core protein; TR-FRET GST/Flag-core106 dimerization, 1536-well; inhibition, % at 5 µM; hit rate 0.33% among 300,000;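 active means inhibition above the mean of all tested compounds plus 3 SD, set per screening campaign, cut at about 45% in these data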
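System: GST/Flag-tagged HCV core106 proteins. Incubation: compound-protein-antibody incubation 4 h at 22.5 °C. Technique: HTRF with 340 nm excitation, 617/671 nm emission. Medium: KF-containing HEPES buffer, pH 7.45, DTT, CHAPS, BSA. Read-out: inhibition (%) from 671 over 617 nm ratio. Also added: Eu(K)-anti-GST 90 ng/mL plus XL665-anti-Flag 1 µg/mL.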
procasp7 counter = counter-screen: procaspase-7 (human) activation; P55210; recombinant procaspase-7, Ac-DEVD-pNA absorbance 405 nm; D23A/D198A/D206A triple mutant, cannot self-cleave; scale: DMSO 0, 5 µM enzyme 100; activation, % at 8.5 µM; hit rate 0.093% among 330,000;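 active means percent activation above the screen-wide mean plus 3 SD, cut at about 25% in these data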
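Material: Procaspase-7 triple mutant (PC-7 D3A) | Quantity: 2 µM procaspase-7 mutant as dispensed | Reagent: DEVD-pNA substrate | Times: 1 h preincubation, 2 h reaction | Technique: 405 nm absorbance of p-nitroaniline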
PAFAH2 inh = inhibitors of human PAFAH2; hit rate 0.99% among 340,000; Q99487; AID 492956; inhibition, % at 3.39 µM; recombinant PAFAH2, FP-rhodamine activity probe, fluorescence polarization;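 active means inhibition above the mean over all tested compounds plus 3 SD, cut at about 30% in these data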;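 further: inhibitors block probe labeling of enzyme so polarization drops; 0% = enzyme with DMSO and 100% = wells lacking PAFAH2 protein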
PP1 inh = PP1-alpha (human) inhibition in PP5 counter-screen | P62136 | purified PP1alpha, OMFP fluorescence | inhibition, % at 6.7 µM | hit rate 0.9% among 320,000 | AID 2235;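 active means inhibition above the mean inhibition of all tested compounds plus 3 SD, computed separately for each screening campaign, cut at about 15% in these data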
Target sequence (P62136 whole entry, looked up): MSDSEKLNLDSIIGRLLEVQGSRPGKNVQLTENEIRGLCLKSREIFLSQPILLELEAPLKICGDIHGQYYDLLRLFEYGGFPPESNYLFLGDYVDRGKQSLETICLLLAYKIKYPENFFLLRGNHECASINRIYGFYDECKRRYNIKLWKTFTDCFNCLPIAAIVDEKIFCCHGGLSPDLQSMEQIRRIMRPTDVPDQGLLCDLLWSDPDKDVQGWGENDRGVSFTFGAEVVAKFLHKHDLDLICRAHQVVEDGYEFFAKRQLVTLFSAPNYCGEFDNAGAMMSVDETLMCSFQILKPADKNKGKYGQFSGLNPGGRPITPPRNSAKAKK
PP5 inh = blocks human protein phosphatase 5 activity | purified PP5c, OMFP substrate fluorescence | hit rate 0.18% among 320,000 | P53041 | inhibition, % at 6.7 µM;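 active means inhibition above the campaign's mean inhibition across all tested compounds plus 3 SD, cut at about 9.5% in these data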;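 further: 0% = DMSO only and 100% = 100 µM cantharidin control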
Target sequence (P53041 whole entry, looked up): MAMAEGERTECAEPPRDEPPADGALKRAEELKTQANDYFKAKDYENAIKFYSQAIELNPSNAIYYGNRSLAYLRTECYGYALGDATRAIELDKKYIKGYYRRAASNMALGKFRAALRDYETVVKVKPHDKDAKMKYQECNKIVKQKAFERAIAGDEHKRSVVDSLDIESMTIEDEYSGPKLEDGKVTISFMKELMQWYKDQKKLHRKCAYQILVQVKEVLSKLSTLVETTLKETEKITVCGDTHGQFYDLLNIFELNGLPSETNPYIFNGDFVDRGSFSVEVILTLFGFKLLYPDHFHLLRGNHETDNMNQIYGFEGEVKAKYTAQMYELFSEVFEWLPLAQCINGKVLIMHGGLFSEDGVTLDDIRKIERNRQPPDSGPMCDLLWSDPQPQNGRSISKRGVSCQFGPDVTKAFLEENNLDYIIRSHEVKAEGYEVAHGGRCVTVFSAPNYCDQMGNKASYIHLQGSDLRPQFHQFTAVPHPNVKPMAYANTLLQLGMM
AHR act = activates the human aryl hydrocarbon receptor | activation, % at 5 µM | AHR-responsive luciferase reporter cells, luminescence | P35869 | AID 2796 | hit rate 2.5% among 320,000; in the data active means activation above about 47%;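 further: 0% = vehicle wells and 100% = reference agonist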
procasp3 activ = procaspase-3 (human) activation. hit rate 0.11% among 330,000. recombinant procaspase-3 D3A, Ac-DEVD-pNA absorbance 405 nm. activation, % at 8.5 µM;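 active means activation above the mean of all tested compounds plus 3 SD, cut at about 21% in these data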;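 further: 0% = DMSO alone and 100% = DMSO wells spiked with extra 5 µM PC-3 D3A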
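assay system = Procaspase-3 D3A mutant | signal = absorbance at 405 nm, 0 and 120 min | times = 1 h preincubation plus 2 h reaction at 25 °C | repeats = single replicate | read-out = % activation between DMSO and enzyme-spiked controls | medium = Zinc-free HEPES saline buffer with Triton X-100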
CTSL1 counter = cathepsin L1 inhibition, PFM18AAP counter-screen; AID 1906; inhibition, % at 5.96 µM; recombinant F. hepatica cathepsin L1, Z-Leu-Arg-MCA fluorescence; hit rate 0.49% among 300,000;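 active means inhibition above the mean of all tested compounds plus 3 SD, set per screening campaign, cut at about 17% in these data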;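 further: 0% = plate median of test compound wells and 100% = 1 µM Z-Phe-Ala-diazomethylketone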
TPT1 inh = inhibitors of Candida albicans tRNA 2'-phosphotransferase TPT1. recombinant caTPT1, FP RNA substrate dephosphorylation. inhibition, % at 5 µM. hit rate 0.81% among 300,000. AID 1962;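 active means inhibition above the mean of all tested compounds plus 3 SD, set per screening campaign, cut at about 24% in these data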;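 further: plate controls were DMSO alone for no effect and ferristatin control at 100 nM for full effect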
Numbers without * were called inactive.

What do the screens show for `COc1ccc(C(C(=O)NC2CCCCC2)N(C(=O)c2ccco2)c2ccccc2OC)cc1` (stereo not given)?
HCV core dimer: -0.2; procasp7 counter: 5.4; PAFAH2 inh: -2.4; PP1 inh: 1.8; PP5 inh: 1.2; AHR act: -1.1; procasp3 activ: 5.8; CTSL1 counter: -2.3; TPT1 inh: -0.2

What do the screens show for `CCc1ccc(Oc2cc(Cl)nc(N)n2)cc1`?
HCV core dimer: -2.3; procasp7 counter: -1.4; PAFAH2 inh: -8.4; PP1 inh: -1.4; PP5 inh: 2.3; AHR act: 11.8; procasp3 activ: 10.1; CTSL1 counter: -0.9; TPT1 inh: -2.4

What do the screens show for `Cc1[nH]n(-c2ccc([N+](=O)[O-])cc2)c(=O)c1/C=N/N1CCOCC1`?
HCV core dimer: -10.4; procasp7 counter: -6.2; PAFAH2 inh: 3.7; PP1 inh: 0.6; PP5 inh: 1.4; AHR act: 32.9; procasp3 activ: -16.4; CTSL1 counter: 0.1; TPT1 inh: -3.4

What do the screens show for `O=C(CN(CCc1ccccc1)S(=O)(=O)c1ccc(Br)cc1)N/N=C/c1ccccc1C(=O)O`?
HCV core dimer: 21.2; procasp7 counter: 9.0; PAFAH2 inh: 9.5; PP1 inh: 3.2; PP5 inh: 4.7; AHR act: 6.2; procasp3 activ: 5.7; CTSL1 counter: 2.9; TPT1 inh: -1.9

Results for CC(=O)Nc1ccc(NC(=O)CSc2nnc(C)c(=O)[nH]2)cc1 ?
HCV core dimer: 5.2; procasp7 counter: 8.8; PAFAH2 inh: 5.0; PP1 inh: -2.2; PP5 inh: -2.4; AHR act: -2.4; procasp3 activ: 8.2; CTSL1 counter: 1.7; TPT1 inh: -1.5

How did O=C(C1CC1)N1CCCC(c2ccc(Cl)cc2)=N1 do in these assays?
HCV core dimer: -1.2; procasp7 counter: 2.8; PAFAH2 inh: 11.0; PP1 inh: 1.5; PP5 inh: 2.7; AHR act: -1.1; procasp3 activ: -2.9; CTSL1 counter: 0.8; TPT1 inh: -0.4

What do the screens show for `Cc1cc(C)cc(NC(=O)C2(c3ccccc3)CC2(Cl)Cl)c1` (stereo not given)?
HCV core dimer: 1.0; procasp7 counter: 2.6; PAFAH2 inh: 1.0; PP1 inh: 5.1; PP5 inh: 4.3; AHR act: 6.8; procasp3 activ: 3.0; CTSL1 counter: -1.8; TPT1 inh: -0.7

Results for O=C(COC(=O)c1cc2ccccc2o1)c1ccccc1 ?
HCV core dimer: 0.1; procasp7 counter: 7.7; PAFAH2 inh: -1.5; PP1 inh: -0.1; PP5 inh: -0.5; AHR act: 0.2; procasp3 activ: 5.4; CTSL1 counter: 1.6; TPT1 inh: -3.4

What do the screens show for `O=C1c2ccccc2C(=O)N1CCCCN(C(=O)c1cc([N+](=O)[O-])cc([N+](=O)[O-])c1)c1ccc(Cl)cc1`?
HCV core dimer: 26.7; procasp7 counter: -4.2; PAFAH2 inh: -0.7; PP1 inh: 11.2; PP5 inh: 2.3; AHR act: -2.7; procasp3 activ: -1.6; CTSL1 counter: -1.8; TPT1 inh: -0.8

Results for CCOc1ccc(NC(=O)CN(C)C(=O)c2ccc(N3CCCCCC3)c([N+](=O)[O-])c2)cc1OCC ?
HCV core dimer: -0.5; procasp7 counter: 8.0; PAFAH2 inh: 11.7; PP1 inh: 0.2; PP5 inh: 2.5; AHR act: 3.3; procasp3 activ: 14.2; CTSL1 counter: -3.6; TPT1 inh: 0.8

How did O=C(Cn1ccc2ccccc2c1=O)NCC(=O)N1CCN(c2ccccc2F)CC1 do in these assays?
HCV core dimer: 10.5; procasp7 counter: 11.7; PAFAH2 inh: -0.2; PP1 inh: -2.5; PP5 inh: -0.9; AHR act: 0.6; procasp3 activ: 6.3; CTSL1 counter: -0.8; TPT1 inh: -2.8

What do the screens show for `O=C(Cn1c(N2CCN(c3ccccc3)CC2)nc2ccccc21)c1ccccc1`?
HCV core dimer: -2.1; procasp7 counter: 6.1; PAFAH2 inh: -1.4; PP1 inh: -4.3; PP5 inh: 1.1; AHR act: 4.9; procasp3 activ: -2.1; CTSL1 counter: 1.0; TPT1 inh: -3.1

How did O=C(NCc1ccco1)c1cccc(N2CCCC2=O)c1 do in these assays?
HCV core dimer: -6.3; procasp7 counter: 3.4; PAFAH2 inh: -5.8; PP1 inh: 0.4; PP5 inh: 4.0; AHR act: 4.7; procasp3 activ: 10.8; CTSL1 counter: -1.9; TPT1 inh: -6.3

Results for COc1cc(C(=O)NCC(=O)Nc2ccc(F)c(F)c2)ccc1OCC(=O)N1CCOCC1 ?
HCV core dimer: -1.3; procasp7 counter: -4.3; PAFAH2 inh: -0.5; PP1 inh: 0.0; PP5 inh: -1.5; AHR act: 4.0; procasp3 activ: -2.2; CTSL1 counter: 20.3*; TPT1 inh: -1.3

How did CCC1Oc2ccccc2N(CC(=O)N2CCOCC2)C1=O (stereo not given) do in these assays?
HCV core dimer: -0.4; procasp7 counter: -7.0; PAFAH2 inh: -2.4; PP1 inh: -1.6; PP5 inh: 0.5; AHR act: -2.0; procasp3 activ: 4.6; CTSL1 counter: 0.2; TPT1 inh: -2.2

What do the screens show for `COc1ccc(Br)cc1C(=O)Nc1cccc(C)c1C`?
HCV core dimer: 12.0; procasp7 counter: -6.4; PAFAH2 inh: -6.7; PP1 inh: 0.8; PP5 inh: 0.7; AHR act: 32.0; procasp3 activ: 8.8; CTSL1 counter: -3.0; TPT1 inh: 0.7

How did COc1ccc(CNC(=O)COC(=O)c2ccccn2)cc1 do in these assays?
HCV core dimer: 2.8; procasp7 counter: 1.6; PAFAH2 inh: -7.2; PP1 inh: -2.7; PP5 inh: -0.3; AHR act: -1.0; procasp3 activ: 3.2; CTSL1 counter: -0.8; TPT1 inh: 2.6

What do the screens show for `Cc1[nH]c2ccccc2c1C(=O)COC(=O)c1ccc2c(=O)n3c(nc2c1)CCC3`?
HCV core dimer: 6.4; procasp7 counter: -4.3; PAFAH2 inh: -4.6; PP1 inh: -2.0; PP5 inh: -0.7; AHR act: 1.4; procasp3 activ: 0.6; CTSL1 counter: 1.5; TPT1 inh: -1.9

How did CCOc1ccc(N2C(=O)CN(O)C=C3N=c4ccccc4=C32)cc1 do in these assays?
HCV core dimer: -1.2; procasp7 counter: 2.2; PP1 inh: -0.4; PP5 inh: -0.9; AHR act: 1.6; procasp3 activ: -0.1; CTSL1 counter: 1.4; TPT1 inh: 1.1

What do the screens show for `COCCn1nnnc1C(C(C)C)N1CCC(Cc2ccccc2)CC1` (stereo not given)?
HCV core dimer: 3.2; procasp7 counter: 3.8; PAFAH2 inh: 8.4; PP1 inh: 1.2; PP5 inh: 2.0; AHR act: -0.8; procasp3 activ: -2.4; CTSL1 counter: 2.1; TPT1 inh: 1.7

What do the screens show for `CC1Cc2ccccc2N1C(=O)CN1CCN(S(=O)(=O)c2cccs2)CC1` (stereo not given)?
procasp7 counter: -1.0; PAFAH2 inh: 3.0; PP1 inh: 3.6; PP5 inh: 1.4; AHR act: 1.6; procasp3 activ: -3.8

How did CCOC(=O)c1csc(-c2ccc([N+](=O)[O-])cc2)n1 do in these assays?
HCV core dimer: 0.5; procasp7 counter: 7.6; PAFAH2 inh: -0.1; PP1 inh: -4.7; PP5 inh: -3.7; AHR act: -0.8; procasp3 activ: -4.4; CTSL1 counter: 0.4; TPT1 inh: 2.0

What do the screens show for `CCOC(=O)CC1C(=O)NCCN1S(=O)(=O)c1ccc(Cl)c(Cl)c1` (stereo not given)?
HCV core dimer: 1.6; procasp7 counter: -3.1; PAFAH2 inh: 8.5; PP1 inh: -3.4; PP5 inh: 0.3; AHR act: 2.6; procasp3 activ: 7.1; CTSL1 counter: -2.4; TPT1 inh: -2.2

What do the screens show for `O=[N+]([O-])c1ccccc1COc1ccc(Cl)c2cccnc12`?
HCV core dimer: 20.7; procasp7 counter: 6.5; PAFAH2 inh: -2.4; PP1 inh: -1.2; PP5 inh: -0.7; AHR act: 72.5*; procasp3 activ: -1.8; CTSL1 counter: -5.4; TPT1 inh: -2.6

Results for O=C(NCc1ccc2c(c1)OCO2)c1cccs1 ?
HCV core dimer: -5.6; procasp7 counter: -7.3; PAFAH2 inh: -14.2; PP1 inh: -5.5; PP5 inh: 0.0; AHR act: 0.6; procasp3 activ: 2.2; CTSL1 counter: -1.1; TPT1 inh: 0.7

What do the screens show for `CCCC(=O)Nc1ccc2oc(=O)ccc2c1`?
HCV core dimer: 1.4; procasp7 counter: 11.4; PAFAH2 inh: 5.9; PP1 inh: 4.9; PP5 inh: -0.6; AHR act: -1.4; procasp3 activ: 4.7; CTSL1 counter: -2.7; TPT1 inh: -0.4

Results for O=C(CN1CCN(c2ccc(F)cc2)CC1)NCc1cccs1 ?
HCV core dimer: -1.6; procasp7 counter: 1.3; PAFAH2 inh: -8.8; PP1 inh: 4.4; PP5 inh: 0.5; AHR act: 3.2; procasp3 activ: 10.2; CTSL1 counter: -3.2; TPT1 inh: 0.4

Results for Cn1c(SCC(=O)N2CCOCC2)nnc1-c1cccc(NC(=O)c2ccccc2)c1 ?
HCV core dimer: -1.6; procasp7 counter: 7.3; PAFAH2 inh: 9.2; PP1 inh: -6.4; PP5 inh: -3.5; AHR act: 0.4; procasp3 activ: 1.6; CTSL1 counter: 4.9; TPT1 inh: 2.0

How did CC(NC(=S)Nc1ccc(Cl)cc1)C(c1ccccc1)N1CCOCC1 (stereo not given) do in these assays?
HCV core dimer: 4.7; procasp7 counter: -10.4; PAFAH2 inh: -8.4; PP1 inh: 5.4; PP5 inh: 2.3; AHR act: 2.4; procasp3 activ: -7.0; CTSL1 counter: 1.8; TPT1 inh: 1.9

How did Fc1ccc(C2=Nc3cccc4cccc(c34)N2)cc1 do in these assays?
HCV core dimer: -4.6; procasp7 counter: 6.8; PAFAH2 inh: 0.8; PP1 inh: -3.9; PP5 inh: 5.2; AHR act: 31.3; procasp3 activ: -6.0; CTSL1 counter: 1.7; TPT1 inh: -1.7

Results for Cc1cc(C(=O)OCC(=O)Nc2ccc(S(N)(=O)=O)cc2)c2ccccc2n1 ?
HCV core dimer: -3.5; procasp7 counter: 8.8; PAFAH2 inh: -0.7; PP1 inh: -3.0; PP5 inh: 0.9; AHR act: -0.2; procasp3 activ: -0.1; CTSL1 counter: -1.2; TPT1 inh: 0.9

Results for CCN(CC(=O)Nc1ccc(OC)cc1)C(=O)CCc1nc2ccccc2c(=O)[nH]1 ?
HCV core dimer: -4.0; procasp7 counter: 2.5; PAFAH2 inh: 7.3; PP1 inh: -2.0; PP5 inh: -1.6; AHR act: 2.6; procasp3 activ: -4.1; CTSL1 counter: 1.0; TPT1 inh: 0.8

What do the screens show for `CC1CN(c2ncnc3c2c(-c2ccccc2)cn3-c2ccc(F)cc2)CC(C)O1` (stereo not given)?
HCV core dimer: -2.1; procasp7 counter: 3.1; PAFAH2 inh: 5.3; PP1 inh: 3.1; PP5 inh: 0.3; AHR act: 2.6; procasp3 activ: -5.6; CTSL1 counter: -3.0; TPT1 inh: 1.9
